# HCMV antiviral: human cytomegalovirus inhibition. HFF cells, HCMV-luciferase reporter, 72 h; hits give low values. activity change, negative = inhibition, % at 57.5 µM. 410,000 compounds, 4.5% hits. AID 1259415; in the data active means activity change below about -60%; inconclusive means no clear call, values can overlap the other calls; inactive means above about -39%
#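 Two compound doses tested in HFFs infected with HCMV-luciferase, MOI 1 PFU/cell, 72 h at 37C. Lysate luminescence read with OneGlo; data normalized against buffer-only and 10uM Salinomycin inhibitor controls.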
# Giardia FBPA inh: inhibitors of Giardia lamblia fructose-1,6-bisphosphate aldolase. A8B2U2. purified Giardia FBPA. Potency, µM (highest dose often 59.6 µM), for the others: at the highest dose activity, negative = inhibition, hits mostly inhibitors. 290,000 compounds, 0.71% hits; further: potency means the concentration at half of the fitted maximal effect; nearly all actives have a fitted effect of over 55% in size
# Target sequence (A8B2U2 whole entry, looked up): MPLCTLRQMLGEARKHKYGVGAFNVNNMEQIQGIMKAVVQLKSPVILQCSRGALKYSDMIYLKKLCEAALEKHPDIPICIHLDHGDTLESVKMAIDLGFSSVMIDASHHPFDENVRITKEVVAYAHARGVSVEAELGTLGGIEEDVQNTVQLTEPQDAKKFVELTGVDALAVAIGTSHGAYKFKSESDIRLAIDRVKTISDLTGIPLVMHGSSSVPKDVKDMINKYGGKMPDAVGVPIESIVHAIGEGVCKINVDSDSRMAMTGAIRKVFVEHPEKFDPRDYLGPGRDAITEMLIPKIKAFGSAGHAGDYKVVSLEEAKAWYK
#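 Giardia FBPA (40 nM reagent) was preincubated 10 min at RT with compound (up to 57.5 uM final), then substrate plus GAPDH/TPI/NAD/arsenate coupling system with diaphorase/resazurin was added; resorufin fluorescence (525/598 nm) was read after 20 min.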
# HCV inhibitor: inhibitors of hepatitis C virus infection | Potency, µM (top dose mostly 41.8 µM), without a hit: top-dose activity change, negative = inhibition, actives largely listed as inhibitors | AID 651820 | 340,000 compounds, 3.4% hits | Huh7.5.1 HCVcc-Cre infection, luciferase reporter, 44 h; further: potency means the concentration at half of the fitted maximal effect
#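 Luciferase read-out (15 sec integration) after a 15 min room-temperature substrate step quantifies HCVcc-Cre infection. Cells, 1,000 per well, had compound added 4 h post-plating, then virus at ~0.5 moi, and were cultured 44 h.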
# AMA1 RON2 block: disrupts binding of P. falciparum AMA1 to RON2; 360,000 compounds, 0.2% hits; Potency, µM (series often up to 58.2 µM), without a hit: top-dose activity change, negative = inhibition, hits mostly inhibitors; AlphaScreen AMA1-biotinylated RON2 peptide binding;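 further: potency means the concentration at half of the fitted maximal effect; 0% = vehicle wells and -100% = peptide control; nearly all actives have a fitted effect of over 45% in size; some results filed as inactive show a strong effect at the top dose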
#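 AMA1 (3D7) with his tag at 25 nM final met compounds first, then biotinylated RON2 peptide at 25 nM; detection used donor plus acceptor beads, 10 µg/mL apiece, read by AlphaScreen after 30 min at room temperature.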
# AmpC detergent: inhibitors of E. coli AmpC beta-lactamase with detergent; P00811; AmpC hydrolysis of nitrocefin, absorbance 480 nm, 0.01% Triton; Potency, µM (titrated, usually from 114 µM), for the others: at the highest dose activity change, negative = inhibition, usual class: inhibitors; 370,000 compounds, 0.041% hits;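 further: potency means the concentration at half of the fitted maximal effect; 0% = no-compound wells and -100% = no-enzyme wells; nearly all actives have a fitted effect of over 25% in size; some results filed as inactive show a strong effect at the top dose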
# Target sequence (P00811 whole entry, looked up): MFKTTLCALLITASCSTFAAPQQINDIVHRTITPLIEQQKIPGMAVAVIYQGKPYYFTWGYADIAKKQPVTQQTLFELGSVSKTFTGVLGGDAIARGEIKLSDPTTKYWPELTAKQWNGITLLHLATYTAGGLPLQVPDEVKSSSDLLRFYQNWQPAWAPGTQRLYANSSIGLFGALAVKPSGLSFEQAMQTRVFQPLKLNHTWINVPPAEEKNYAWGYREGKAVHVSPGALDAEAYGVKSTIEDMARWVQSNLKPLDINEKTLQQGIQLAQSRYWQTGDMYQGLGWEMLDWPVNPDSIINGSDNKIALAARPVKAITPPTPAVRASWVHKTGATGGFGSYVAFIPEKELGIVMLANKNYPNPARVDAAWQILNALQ
#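 20 mM phosphate pH 7.0 + 0.01% (detergent screen) or 0.0001% Triton X-100; 5.3 nM AmpC reagent; cpd preinc 15 min RT; nitrocefin (800 uM stock) to start; A480 q20 s × 4 min; Activity was normalised to no-enzyme and no-compound control wells.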
# Sm TGR block: S. mansoni TGR enzyme inhibition. Q962Y6. purified TGR, DTNB reduction, TNB absorbance 405 nm. Potency, µM (titrated, usually from 114 µM), for inactives: top-dose activity change, negative = inhibition, most hits filed as inhibitors. 360,000 compounds, 3% hits. AID 485364; further: potency means the concentration at half of the fitted maximal effect; nearly all actives have a fitted effect of over 60% in size
#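 Kinetic colorimetric format: TGR-catalysed, NADPH-driven DTNB reduction monitored via TNB absorbance. Enzyme dispensed at 20 nM; compound exposure 15 min at room temperature before reaction start.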
# Starred values were filed as active, the others as inactive; ? = inconclusive; . = no result given; & = joins results of further samples; [ ] = another dose, or the depositor's remark. Unless noted, the call rests on the fitted dose curve; in most records, active means well fitted curve in the direction sought with a large enough effect; inconclusive means small, poorly fitted or top-dose-only effect, or another doubt; inactive means no such curve, though single readings can be large; an effect the other way counts as inactive or inconclusive. Unless noted, on the % scale 0 is the no-effect control and ±100 the full control effect.
entry	Structure	HCMV antiviral	Giardia FBPA inh	HCV inhibitor	AMA1 RON2 block	AmpC detergent	Sm TGR block
1	CCc1cc(C(=O)c2ccc(OC)cc2)c(NC(=O)CN2CCCCC2)s1	83	1%	10%	13%	1%	-5%
2	Cc1cc(C(=O)OCC(=O)NC2CCS(=O)(=O)C2)c2ccccc2n1 (centres undefined)	9	0%	14%	6%	9%	.
3	COc1cc(/C=N\Nc2cc(=O)n(C)c(=O)n2C)ccc1O	16	-25%	1%	-9%[2.32 µM]	?	3%
4	COc1ccc(-n2c(CCC(=O)O)ccc2-c2ccccc2)c(OC)c1	-12	.	.	.	-6%	8.9µM*
5	CCOC(=O)COc1ccc(C(=O)Nc2cccc(Cl)c2C)cc1	?	-4%	6%	0%	11%	.
6	O=C(CSc1ccc(-c2cccnc2)nn1)N1CCCCCC1	8	1%	8%	-11%	3%	-2%
7	CN(c1ccc(OCC(=O)Nc2nc3ccccc3s2)cc1)S(=O)(=O)c1ccccc1	?	4%	?	6%	2%	3%
8	CCOC(=O)CSc1nc2cc3c(cc2cc1CC)OCCO3	25	-10%	?	-17%	-3%	?
9	COc1ccc(C(=O)NC2CCN(CC(=O)NCc3ccccc3F)CC2)cc1	23	3%	13%	-15%	1%	1%
10	CC(=O)Nc1ccc(NC(=O)CSc2nc3ccccc3nc2N2CCCCC2)cc1	-13&9	0%	-4%	18%	-5%&8%	0%&0%
11	CCOC(=O)CNc1c(N2CCN(c3ccccn3)CC2)c(=O)c1=O	-26	1%	4%	-10%	-3%	-3%
12	COc1cccc(NC(=O)CSc2nnc(-c3ccoc3C)n2-c2ccccc2)c1	5	7%	-10%	0%	-15%	10%
13	Nc1cc(=O)nc(SCC(=O)NC2CCCCC2)n1-c1ccccc1	23	3%	0%	3%	-8%	0%
14	NSc1nc(N)c2nc(-c3ccccc3)c(-c3ccccc3)nc2n1	32	6%	-10%	0%	-10%	-25%
15	O=C(CCc1nnc(CCCCc2ccccc2)o1)N1CCCCC1CCO (centres undefined)	19	2%	3%	8%	4%	-3%
16	COc1cc(Nc2ncc3c(n2)CCN(Cc2cc(Br)cs2)C3)cc(OC)c1	14	.	.	.	14%	5%
17	COc1ccc(-c2nc3c(c(SC)n2)Cc2c(CO)cnc(C)c2O3)cc1	27	.	.	.	3%	6%
18	O=C(OC1CCOC1=O)C1CCN(S(=O)(=O)c2c(Cl)cccc2Cl)CC1 (centres undefined)	-20	.	9%	-11%	?	-12%
19	O=C1C(Cl)=C(Nc2ccccc2O)C(=O)N1CCc1ccccc1	-19	-16%	12%	-8%	-15%	28µM*
20	Cc1ccc(/C=C/C(=O)Nc2nccs2)o1	112	?	14%	-10%	-12%	28µM*
21	CCOC(=O)c1c(CN(CC)CC)oc2ccc(OC)cc12	7	-26%	-5%	3%	-9%	-7%
22	CCOc1ccc(NC(=O)COc2ccc(N3CC(C(N)=O)CC3=O)cc2)cc1 (centres undefined)	43	.	0%	-5%	.	.
23	O=C(N/N=C/c1cccc([N+](=O)[O-])c1)c1cc2c(ccc3ccccc32)o1	-33	1%	7%	-9%	-13%	0%
24	COCc1c(C(=O)N/N=C/c2ccc(C)o2)nnn1-c1nonc1N	11	-10%	-10%	17%	?	-2%
25	COc1ccccc1CCC(=O)Nc1cccc(S(=O)(=O)N2CCCCCC2)c1	9	.	10µM*	7%	?	1%
26	CCC(=O)Nc1cc(-c2nc3ncccc3o2)ccc1Cl	-7	4%	-4%	6%	3%	11%
27	CC(C)(Oc1ccc(Cl)cc1)C(=O)NCc1ccncc1	-14	3%	0%	5%	0%	1%
28	COc1ccc(N(CC(=O)NC2CCCCC2)C(=O)c2ccc(C)s2)cc1OC	-35	4%	-4%	4%	-9%	-15%
29	CC(C)NC(=O)Nc1ccc2c(c1)CC(=O)N([C@@H](C)CO)C[C@H](C)[C@@H](CN(C)C(=O)NC1CCCCC1)O2	-1	.	-3%	11%	.	.
30	CCCCNC(=O)CSc1nc2cc3c(cc2c(=O)n1CCC(=O)NCCc1ccc(OC)c(OC)c1)OCO3	-11	4%	2%	2%	3%	-1%
31	O=C(CCN1C(=O)c2ccccc2C1=O)C1=NN[C@@H]2C(=O)N(c3ccc4c(c3)OCCO4)C(=O)[C@H]12	?	6%	8%	-12%	0%	-2%
32	Cc1ccc(N2C(=O)C3C=NNC3C2=O)cc1 (centres undefined)	-33	4%	7%	14%	-5%	.
33	CCCCNS(=O)(=O)c1ccc2nc(-c3cccnc3)cc(C(=O)NCCCOC(C)C)c2c1	-32	.	.	.	1%	11%
34	CCN(CC)CCCNC(=O)c1cc(-c2cccc(Cl)c2)on1	22	0%	?	0%	0%	-41%
35	CCSCCNC(=O)c1cncc(Br)c1	-8	2%	9%	13%	?	-1%
36	N#Cc1ccc(CSc2nnc(NC(=O)CCc3nc4ccccc4c(=O)[nH]3)s2)cc1	0	.	22%	11%	-14%	-8%
37	COc1ccc(-n2nc3c(c2NC(=O)c2ccc(Br)cc2)CS(=O)C3)cc1 (centres undefined)	-4	-1%	5%	-6%	?	-11%
38	Fc1cccc(CN2CCN(Cc3nc(-c4cnccn4)no3)CC2)c1	-10	-4%	9%	2%	12%	.
39	O=C(COC(=O)Cn1cnc2ccccc2c1=O)Nc1ccc(Cl)cc1	13	2%	1%	0%	-4%	-10%
40	Cc1ccc(C2CC(c3ccccc3)=NN2C(=S)Nc2ccccc2)o1 (centres undefined)	-4	-13%	?	-9%	-11%	?
41	O=C(NCc1ccco1)c1ccc(Br)s1	-1	0%	-9%	-14%	-12%	3%
42	CCOC(=O)[C@@H]1[C@H]2COc3ccccc3[C@H]2N2C(=O)N(c3ccc(C)cc3)C(=O)[C@]12C	15	-3%	-6%	1%	-9%	-9%
43	O=C(N/C(=C\c1ccc([N+](=O)[O-])cc1)C(=O)N1CCCCC1)c1ccccc1	-17	4%	-20%	-7%	7%	9%
44	O=c1ccc2cc(S(=O)(=O)N3CCN(c4ccc(Cl)cc4)CC3)ccc2o1	-5	.	-11%	9%	-1%	6%
45	CCOc1ccc(-c2c[n+](=O)c3c(n2[O-])CCCC3)c(OCC)c1	-33	0%	23%	0%	-12%	0%
46	CCOc1ccc(CCNC(=O)C2(c3ccccc3)CC2)cc1OCC	-8	.	0%	-13%	6%	4%
47	CCN1CCN(C(=O)c2oc(=O)c3ccccc3c2-c2ccc(C)cc2)CC1	-27	3%	0%	-3%	?	-13%
48	Cc1c(Cl)cccc1NC(=O)CNC(=O)c1ccc2c(c1)OCCO2	79	.	18%	14%	.	.
49	COc1ccc(CC(=O)N2CCCC(C)C2)cc1 (centres undefined)	?	6%	15%	8%	-15%	1%
50	Cc1cc(C)c(N=C2C(=O)Nc3ccccc32)c(C)c1	35	-3%	11%	29%	-7%	0%
51	NC(=O)c1ccccc1NCC(=O)c1ccc(F)cc1	106	-3%	0%	25%	-4%	3%
52	Cc1ccccc1NC(=S)NCc1ccc(Cl)cc1	-28	3%	?	12%[2.32 µM]	-6%	-30%
53	Cc1ccc(C(=O)/C=C/C(=O)O)cc1	2	8%	-9%	21%	-3%	2.5µM*
54	C=C(C)Cn1c(-c2ccncc2)n[nH]c1=S	?	?	20%	11%	-7%	2%
55	O=C(N/N=C/c1ccc(OCC(=O)N2CCCCC2)cc1)c1ccccc1	-32	1%	6%	2%	-1%	32%
56	CC(=O)Nc1cccc(N=NN2CCCCC2)c1	-15	-2%	19%	3%	7%	.
57	CC1CCN(CCc2nc3cc(NC(=O)COc4ccccc4)ccc3n2C)CC1	?	.	-15%	3%	0%	1%
58	O=C(O)c1cccc2c1Oc1ccccc1S2(=O)=O	0	.	18%	-10%	.	.
59	CCOC(=O)c1c(-c2ccc(OC)cc2)csc1/N=C/C1=C(O)CCCC1=O	2	-14%	?	-10%	-6%	-8%
60	COC(=O)c1ccc(CSc2ncnc3sc(C)c(C)c23)o1	26	7%	?	28%	?	?

# Fetched by compound from the entries so far:
entry	Structure	HCMV antiviral	Giardia FBPA inh	HCV inhibitor	AMA1 RON2 block	AmpC detergent	Sm TGR block
56	CC(=O)Nc1cccc(N=NN2CCCCC2)c1	-15	-2%	19%	3%	7%	.
55	O=C(N/N=C/c1ccc(OCC(=O)N2CCCCC2)cc1)c1ccccc1	-32	1%	6%	2%	-1%	32%
57	CC1CCN(CCc2nc3cc(NC(=O)COc4ccccc4)ccc3n2C)CC1	?	.	-15%	3%	0%	1%
58	O=C(O)c1cccc2c1Oc1ccccc1S2(=O)=O	0	.	18%	-10%	.	.
53	Cc1ccc(C(=O)/C=C/C(=O)O)cc1	2	8%	-9%	21%	-3%	2.5µM*
50	Cc1cc(C)c(N=C2C(=O)Nc3ccccc32)c(C)c1	35	-3%	11%	29%	-7%	0%

# Following part
entry	Structure	HCMV antiviral	Giardia FBPA inh	HCV inhibitor	AMA1 RON2 block	AmpC detergent	Sm TGR block
61	O=C(NCc1ccccc1)C1CCN(S(=O)(=O)c2cccc3cccnc23)CC1	-32	0%	-11%	1%	?	4%
62	CCOC(=O)CC(NC(=O)c1cc2cc(Br)ccc2oc1=O)c1cccc([N+](=O)[O-])c1 (centres undefined)	-17	4%	-6%	-6%	-9%	-2%
63	COc1cccc(NC(=O)CSc2nc(=O)n(Cc3ccncc3)c3c2CCC3)c1	-14	.	.	.	2%	-7%
64	CC1CCCCN1C(=O)c1ccc(S(=O)(=O)N2CCCCC2C)cc1 (centres undefined)	-5	2%	-12%	3%	?	10%
65	CC(C)C12CN3CC(C(C)C)(CN(C1)C3c1ccccc1)C2O (centres undefined)	-6	2%	25%	14%	-10%	0%
66	O=C(N/C(=C\c1ccco1)C(=O)N1CCOCC1)c1ccccc1Cl	3	-17%	-1%	9%	5%	-21%
67	Cc1ccc(N2CC(C(=O)OCc3ccccc3F)CC2=O)cc1 (centres undefined)	-30	2%	25%	-1%	0%	-2%
68	CC(C(=O)Nc1ccc(N(C)C)cc1)N1C(=O)c2ccccc2S1(=O)=O (centres undefined)	7	.	24%	-18%	-20%	-4%
69	CCCCN(C)C(=O)c1ccc2c(=O)n3nc(Nc4cc(C)ccc4C)sc3nc2c1	-32	.	.	.	?	-2%
70	O=C(NCCN1CCOCC1)/C(=C/c1ccco1)NC(=O)c1ccccc1	-12	1%	16%	-12%	2%	-1%
71	COc1cc(OC)cc(C(=O)N(CN2CCCC2=O)c2ccccc2OC)c1	7	-1%	4%	-9%	-4%	6%
72	Cc1nn(CCC(=O)Nc2cccc(C#N)c2)c(C)c1S(=O)(=O)N1CCC(C)CC1	?	.	.	.	10%	?
73	N#Cc1c(C(F)(F)F)cc(-c2ccco2)nc1SCc1ccccn1	-27	-3%	?	3%	4%	-35%
74	O=C(Cn1c(=O)n(-c2ccccc2)c(=O)c2c3c(sc21)CCC3)c1ccc(Br)cc1	8	.	.	.	8%	1%
75	O=c1c2ccccc2nc(COc2ccccc2)n1/N=C/c1ccc(O)c(O)c1	-24	-30%	?	35%[activator]	9%	-6%

# Screening results (PubChem BioAssay)
